# MCF10A rerep: DNA re-replication induction in MCF 10a cells; AID 624296; 350,000 compounds, 2.9% hits; Potency, µM (doses to about 46.1 µM), without a hit: top-dose activity, positive = re-replication, most hits filed as activators; MCF 10A DNA re-replication, Hoechst nuclear intensity, 48 h; note: potency is the fitted concentration of half-maximal effect; % of control where 0% means no effect; nearly all actives have a fitted effect of over 50% in size
# HT1080 IDH1KD tx: toxicity to HT-1080 IDH1 knockdown cells (counter line); 360,000 compounds, 2% hits; HT-1080 IDH1 knockdown viability, ATP luminescence, 48 h; AID 686971; Potency, µM (titrated, usually from 46.1 µM), without a hit: at the highest dose activity, negative = toxicity, most hits filed as cytotoxic;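 note: potency is the fitted concentration of half-maximal effect; 0% = DMSO wells and -100% = cell-free medium wells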
#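 Using the IDH1-knockdown HT-1080 line run in the same batch and compound series as the NT line, viability after 48 h at 37 °C was determined by CellTiter-Glo luminescence and expressed as % activity.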
# KB-3-1 tox: kills parental KB-3-1 adenocarcinoma cells. 400,000 compounds, 1.4% hits. Potency, µM (titrated, usually from 46.1 µM), for inactives: at the top dose activity change, negative = cytotoxic, hits mostly cytotoxic. KB-3-1 viability, CellTiter-Glo ATP luminescence, 72 h; note: potency is the fitted concentration of half-maximal effect; % is set by controls: 0 for no effect and ±100 for the full control effect; nearly all actives have a fitted effect of over 60% in size
#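 Here the drug-naive KB-3-1 line serves as comparator for MDR sub-line selectivity; cells received compound titrations, 72 h at 37 °C, then CellTiter-Glo readout.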
# IL1B secr inh: blocks inflammasome-driven IL-1 beta release; THP-1 LPS/ATP IL-1B secretion, AlphaLISA, 16 h; active compounds read low; activity change, % at 57.5 µM; 360,000 compounds, 4.7% hits; AID 743279; in the data active = activity change below about -50%; inconclusive = mostly about -30% to -49%; note: % is set by controls: 0 for no effect and ±100 for the full control effect
#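 THP-1 cells pretreated 1 hr with compounds (up to 57.5 uM final), then stimulated with LPS (250 ng/mL final) plus ATP (1.25 mM final); secreted IL-1B measured by AlphaLISA after 16 hr, decreased signal indicating inhibition.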
# HepG2 viability: HepG2 cytotoxicity, counter-screen for TGF-b inhibitors. HepG2 CAGA-GFP viability, ATP luminescence, 18 h. Potency, µM (titrated, usually from 46.1 µM), for inactives: at the top dose activity change, negative = cytotoxicity, hits mostly cytotoxic. 410,000 compounds, 0.76% hits. AID 588856; note: potency is the fitted concentration of half-maximal effect; some results filed as inactive show a strong effect at the top dose
#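 HepG2 CAGA-GFP cells (1000/well, DMEM with 1% FBS) received compound, then TGF-beta at 500 pg/mL final, and were incubated 18 hours at 37 degrees C. Viability was read by CellTiter-Glo luminescence. Media-only wells were set as complete cell-killing and DMSO as no toxicity.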
# SW480 rereplic: induces DNA re-replication in SW480 colon adenocarcinoma cells. SW480 DNA re-replication, Hoechst DNA content imaging, 48 h. AID 624297. 340,000 compounds, 1.8% hits. Potency, µM (series often up to 46.1 µM), inactives show at the top dose re-replication activation, actives largely listed as activators; note: potency is the fitted concentration of half-maximal effect; % of control where 0% means no effect; nearly all actives have a fitted effect of over 55% in size
#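 SW480 cells exposed to compounds for 48 hr at 37 C, 5% CO2, then Hoechst-stained 40 min. Nuclear DNA content imaged by fluorescence scanning (405 nm excitation, 500-530 nm emission); re-replication scored as increased high-intensity nuclei.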
# ATXN viability: cell viability loss in ATXN counter-screen. S2 cells (HEK-293 line with an ATXN2-luciferase reporter) viability, CellTiter-Fluor protease fluorescence, 24 h. AID 651635. 400,000 compounds, 0.49% hits. Potency, µM (doses to about 56.7 µM), most hits filed as cytotoxic; note: potency is the fitted concentration of half-maximal effect; nearly all actives have a fitted effect of over 40% in size
# HT1080-NT tox: kills 2HG-producing HT-1080-NT fibrosarcoma cells. HT-1080-NT fibrosarcoma viability, CellTiter-Glo ATP luminescence, 48 h. Potency, µM (highest dose often 46.1 µM), without a hit: at the top dose activity, negative = less viability, most hits filed as cytotoxic. 360,000 compounds, 1.6% hits. AID 686970;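 note: NT is the 2HG producing partner of a matched IDH1 knockdown line; potency is the fitted concentration of half-maximal effect; 0% = DMSO-treated cells and -100% = media-only wells without cells; nearly all actives have a fitted effect of over 55% in size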
#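 Toxicity toward the 2HG-producing NT line was scored as %Activity, normalised to DMSO and no-cell wells, from CellTiter-Glo luminescence after 48 hours' treatment.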
# ATXN2 expr inh: inhibitors of ATXN2 expression; Potency, µM (series often up to 57 µM), for inactives: at the highest dose activity change, negative = inhibition, actives largely listed as inhibitors; AID 1745845; 360,000 compounds, 0.72% hits; HEK-293 ATXN2-luciferase reporter, luminescence, 24 h; note: potency is the fitted concentration of half-maximal effect; % is set by controls: 0 for no effect and ±100 for the full control effect; nearly all actives have a fitted effect of over 55% in size
#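 qHTS (up to 57 uM final) was run with 24 h compound exposure of reporter cells at 37 °C. Each well was multiplexed: SteadyGlo luminescence measured ATXN2-luciferase expression after a fluorogenic Gly-Phe-AFC viability readout (25 uM final).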
# An asterisk follows results filed as active; i = inactive; ? = inconclusive; · = no result given; [ ] = dose if it differs, or a comment. Unless noted, calls come from the whole dose curve; as a rule, active = well fitted curve in the direction sought with a large enough effect; inconclusive = small, poorly fitted or top-dose-only effect, or another doubt; inactive = no such curve, though single readings can be large; an effect the other way counts as inactive or inconclusive.
SMILES,MCF10A rerep,HT1080 IDH1KD tx,KB-3-1 tox,IL1B secr inh,HepG2 viability,SW480 rereplic,ATXN viability,HT1080-NT tox,ATXN2 expr inh
CCC1(C)NC(=O)N(/N=C/c2ccc(C)s2)C1=O (stereo unspecified),1%,4%,5%,35,-8%,-5%,?,1%,12%
CO[C@H]1CN(C)C(=O)c2ccc(NC(=O)NC(C)C)cc2OC[C@H](C)NC[C@H]1C,·,19%,-1%,-8,·,·,·,17%,·
Brc1ccccc1-c1csnn1,11%,-1%,0%,8,-1%,-1%,i,3%,-18%
COC(=O)CNC(c1ccccc1)c1cc(Br)ccc1NS(=O)(=O)c1ccccc1 (stereo unspecified),-7%,18%,3%,11,2%,-1%,i,13%,-11%
COc1cc(C(=O)N/N=C/c2ccc3c(c2)c2ccccc2n3C)ccc1O,13µM*,?,?,i,-29%,?,?,?,-9%
CCC(C)(C)NC(=O)C(c1ccccc1Cl)N(Cc1cccnc1)C(=O)CCC(=O)Nc1cc(C)on1 (stereo unspecified),2%,0%,10%,19,7%,-5%,i,4%,-9%
CC(=O)Nc1ccc(SCCCC(=O)c2ccccc2)cc1,4%,-7%,-2%,-12,-1%,-14%,i,-7%,15%
COc1ccc(NC(=O)N2CCC(n3cnc4ccccc43)CC2)cc1,1%,-2%,1%,-13,-21%,-210%[1.84 µM],i,-9%,-19%
CCCc1cc(C(=O)OC)c(NC(=O)CCC(=O)O)s1,7%,-13%,6%,-8,19%,-11%,i,1%,-18%[11.3 µM]
COc1ccccc1CNC(=O)Cn1c(=O)oc2ccccc21,·,·,14%,·,-14%,·,i,·,12%
CC(C)OCCCNS(=O)(=O)c1ccc2c(c1)oc(=O)n2C,0%,5%,?,8,-15%,-7%,i,8%,3%
COc1cccc(CN2c3ccccc3-c3nc(SCC(=O)Nc4cccc(C)c4)ncc3S2(=O)=O)c1,·,·,0%,·,-9%,·,i,·,-15%
COCCN(C(=O)CSc1cc(C)c2ccccc2n1)c1c(N)n(CC(C)C)c(=O)[nH]c1=O,3%,3%,18%,6,-13%,0%,i,-1%,-24%
CC(C(=O)NCC1CCCCC1)N(C)Cc1ccc(Br)cc1 (stereo unspecified),1%,-16%,-5%,-13,-15%,7%,i,-1%,-33%
ClC1(Cl)CC1CSc1ncn[nH]1 (stereo unspecified),0%,4%,7%,-2,4%,-6%,i,9%,-5%
CC(C)Cn1c(SCC(=O)N2CCN(S(=O)(=O)c3ccccc3)CC2)nc2ccccc21,22%,-1%,-22%,-52*,-2%,2%,i,-15%,?
CN(Cc1ccc(F)cc1)C(=O)c1cccc(S(=O)(=O)N2CCN(c3ccccc3)CC2)c1,7%,-16%,?,-27,-9%,14%,i,-2%,-22%
CCC(C(=O)N1CCOCC1)n1c(C(=O)OC)cc2occc21 (stereo unspecified),-7%,17%,-2%,-1,-2%,-9%,?,-2%,7%
Cc1ccc(S(=O)(=O)NCCN2CCNC2=O)cc1,-4%,0%,-6%,-18,3%,-7%,i,-6%,·
CC(C)(C)N(Cc1ccccc1)C(=O)COC(=O)c1cccc([N+](=O)[O-])c1,-2%,12%,9%,41,8%,-7%,i,5%,-12%
Cc1ccc(NC(=O)C2CCCN2S(=O)(=O)c2ccc(-c3ccc(=O)[nH]n3)s2)c(C)c1 (stereo unspecified),0%,-5%,5%,-1,-1%,-3%,i,8%,-5%
COc1cc(C(=O)O)nc2ccc([N+](=O)[O-])cc12,-1%,13%,6%,-1,-5%,-1%,i,17%,-21%
COc1ccccc1NC(=O)CCCC(=O)OC(C)C(=O)c1ccccc1 (stereo unspecified),1%,17%,19%,1,3%,17%,i,14%,0%
CC1CCN(c2ccc(-c3nc(C(C)C)no3)cc2[N+](=O)[O-])CC1,·,·,3%,·,-36%,·,i,·,76%[activator]
CCOc1cc(C2CC(=O)Nc3nc(SCc4ccccc4)[nH]c(=O)c32)ccc1O (stereo unspecified),·,·,4%,·,-4%,·,i,·,-9%
CN(c1ccc(OCC(=O)OCC(=O)Nc2ccc([N+](=O)[O-])cc2)cc1)S(=O)(=O)c1cccs1,9%,14%,0%,-1,9%,4%,i,9%,7%
O=C(CCc1nc2ccccc2c(=O)[nH]1)N1CCN(S(=O)(=O)c2ccccc2Br)CC1,?,-21%,?,-20,-39%,?,i,-3%,-20%
CNc1c([N+](=O)[O-])cnn1-c1ccc(F)cc1,19%,5%,5%,-6,-4%,13%,i,4%,?
O=C(CNC(=O)c1ccco1)OCc1ccc(Cl)cc1,-19%,7%,7%,12,1%,-25%,i,11%,3%
Nc1nnnn1/N=C/c1cccc(Br)c1,-2%,-3%,0%,-4,-5%,-5%,i,-2%,·
COC(=O)c1cc(COC(=O)CNC(=O)c2cccc(C)c2)oc1C,-5%,6%,-5%,-7,-3%,1%,i,-3%,·
COc1ccc(-c2nc3ccccc3s2)cc1NC(=O)c1cc(OC)c(OC)c(OC)c1,·,·,12%,·,-23%,·,i,·,48%[activator]
C=CCn1c(NCc2ccc(OC)cc2O)nc2ccccc21,-3%,-8%,-14%,?,-52%,-9%,i,5%,-19%
O=C(COC(=O)COc1ccccc1F)Nc1cccc(S(=O)(=O)N2CCCCC2)c1,-5%,4%,-2%,-5,-4%,-1%,i,-3%,0%
O=C(CCNC(=O)c1ccc(Br)cc1)Nc1ccccc1N1CCCCC1,?,-19%,-13%,-80*,0%,-645%[inhibitor],i,-13%,6%
CC(C)Oc1ccc(/C(O)=C2/C(=O)C(=O)N(Cc3cccnc3)C2c2ccco2)cc1 (stereo unspecified),1%,12%,0%,16,-1%,-1%[9.22 µM],i,2%,7%
CC(C)(C)N1CC(C(=O)Nc2cccc(Cl)c2Cl)CC1=O (stereo unspecified),-4%,-1%,-1%,-69*,-14%,-26%,i,-9%,-8%
COc1ccc(OC)c(C(=O)CSc2nnc(-c3cccs3)o2)c1,4%,?,6%,-13,0%,2%,i,-7%,-4%
COc1ccc(CSCCN)cc1Cl,3%,-4%,1%,?,-36%,?,i,-1%,3%
COc1ccc(S(=O)(=O)N(C)CC(=O)N2CCC(C)CC2)cc1Cl,?,-1%,-12%,19,0%,10%,i,10%,-7%

# Full records from above. Order of values: MCF10A rerep | HT1080 IDH1KD tx | KB-3-1 tox | IL1B secr inh | HepG2 viability | SW480 rereplic | ATXN viability | HT1080-NT tox | ATXN2 expr inh
# CN(c1ccc(OCC(=O)OCC(=O)Nc2ccc([N+](=O)[O-])cc2)cc1)S(=O)(=O)c1cccs1 as listed: 9% | 14% | 0% | -1 | 9% | 4% | i | 9% | 7%
# COc1ccc(-c2nc3ccccc3s2)cc1NC(=O)c1cc(OC)c(OC)c(OC)c1 as listed: · | · | 12% | · | -23% | · | i | · | 48%[activator]
# O=C(CNC(=O)c1ccco1)OCc1ccc(Cl)cc1 as listed: -19% | 7% | 7% | 12 | 1% | -25% | i | 11% | 3%

# (continued)
SMILES,MCF10A rerep,HT1080 IDH1KD tx,KB-3-1 tox,IL1B secr inh,HepG2 viability,SW480 rereplic,ATXN viability,HT1080-NT tox,ATXN2 expr inh
O[C@@H]1CN(Cc2ccc(-n3cccn3)cc2)CC[C@H]1N1CCN(c2ccccc2F)CC1,?,-14%,?,-62*,-33%,?,?,?,?
O=C(COC(=O)/C=C/c1ccc(S(=O)(=O)N2CCOCC2)cc1)Nc1ccccc1F,-15%,4%,·,-9,-16%,1%,i,-10%,-7%
CN(C)c1ccc(CNC(=O)/C=C/[C@H]2O[C@@H](n3ccc(=O)[nH]c3=O)[C@H](O)[C@@H]2O)cc1,·,28%,0%,0,8%,·,i,21%,6%
COCCCn1c(CCC(=O)O)ccc1-c1cccs1,0%,6%,1%,9,0%,1%,i,4%,3%
O=C(CSc1nc(CCC2CCCC2)nc2ccccc12)NCc1ccc2c(c1)OCO2,10µM*,-22%,-22%,-9,-33%,-3%,?,-29%,-18%
Cn1c(=O)c2c(nc(CN3CCN(c4ccccc4)CC3)n2Cc2c(F)cccc2Cl)n(C)c1=O,5%,-7%,-2%,32,-4%,-3%,i,0%,-10%
CCn1c(=O)sc2cc(NC(=O)c3cccc(OC)c3)ccc21,·,·,-2%,·,-9%,·,?,·,12%
CCCCN(CCCC)CCCNC(=O)c1ccc2nc(N3CCCCC3)sc2c1,·,·,23%,·,6%,·,i,·,25%
CCOC(=O)c1ccc(COC(=O)CCc2nc(-c3ccccc3)c(-c3ccccc3)o2)cc1,-10%,6%,9%,32,-1%,-1%,i,2%,-2%
Cc1ccc(-c2noc(CCC(=O)Nc3cccc(C(=O)NC4CC4)c3)n2)cc1,·,-1%,-3%,-1,1%,·,i,1%,·
O=C(NCc1ccccc1)[C@@H]1CSC2c3ccccc3C(=O)N21 (stereo partly specified),13%,1%,5%,1,-12%,-7%,i,9%,2%
COc1ccc(C(=O)CC(=O)c2ccc(OC)cc2)cc1,4%,-1%,-4%,-4,-6%,1%,?,-16%,42%[activator]
Cc1ccc(-n2nnnc2SCC(=O)N2CCCCC2)cc1,1%,-1%,1%,-8,3%,-4%,i,3%,19%
C=CCn1c(SCC(=O)N(C)C)nc2cc(C(=O)O)ccc2c1=O,-4%,10%,0%,0,4%,-7%,i,?,-26%
CCn1c2ccccc2c2cc(NC(=O)C(=O)NCC3CCCO3)ccc21 (stereo unspecified),0%,-5%,12%,-21,4%,?,?,-7%,-20%
Cc1cccc(C(=O)N2CCNC(=O)C2CC(=O)Nc2ccc(F)cc2)c1 (stereo unspecified),·,·,4%,·,10%,·,i,·,11%
CCOC(=O)C1=C(CC)Nc2ccccc2N=C1NC(=O)c1cccc(S(=O)(=O)N2CCCC2)c1,23µM*,20%,-1%,-25,27%,?,i,-4%,-10%
CCCCOc1ccc(NC(=O)CN2CCN(Cc3ccccc3)CC2)cc1,?,-5%,-3%,0,-45%,-3%,?,-25%,2%
Cc1ccc(S(=O)(=O)Nc2cc3c(cc2N2CCOCC2)n(C)c(=O)n3C)c(C)c1,·,·,11%,·,-9%,·,i,·,13%

# Screening data from PubChem BioAssay.
